Kir21 block – blocks the mouse Kir2.1 inward-rectifier potassium channel; HEK293-Kir2.1, FluxOR thallium flux fluorescence; hits give low values; B-score at 10 µM; 0.85% of 310,000 active; AID 1672;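 active means fluorescence ratio B-score at or below minus 3 SD of library scores, with starting-brightness B-score within 2 SD, cut at about -4.2 in these data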;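 further: channel flux triggered by added potassium and thallium sulfate stimulus; B-score of peak minus minimum fluorescence over baseline after thallium stimulus; more negative B-score means stronger Kir2.1 block with less thallium influx; some compounds called inactive have numbers as strong as hits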
Target sequence (P35561 whole entry, looked up): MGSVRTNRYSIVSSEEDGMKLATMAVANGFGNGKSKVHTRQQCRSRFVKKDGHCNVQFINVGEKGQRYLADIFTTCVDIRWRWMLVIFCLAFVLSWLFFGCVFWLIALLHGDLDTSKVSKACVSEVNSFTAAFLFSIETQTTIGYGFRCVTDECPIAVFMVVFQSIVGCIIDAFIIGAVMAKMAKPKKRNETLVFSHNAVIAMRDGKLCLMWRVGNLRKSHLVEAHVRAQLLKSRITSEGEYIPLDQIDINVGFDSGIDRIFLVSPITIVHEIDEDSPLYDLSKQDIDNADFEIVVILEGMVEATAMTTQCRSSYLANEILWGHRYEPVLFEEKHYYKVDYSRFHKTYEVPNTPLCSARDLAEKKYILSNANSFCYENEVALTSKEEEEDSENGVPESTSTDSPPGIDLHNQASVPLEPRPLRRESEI
STK33 inh – human STK33 kinase inhibition; purified STK33, MBP phosphorylation, ADP-Glo luminescence; inhibition, % at 10 µM; 0.073% of 320,000 active;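 active means inhibition at or above 25%, using the most active replicate where run in duplicate; inactive means inhibition below 25%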
Target sequence (Q9BYT3 whole entry, looked up): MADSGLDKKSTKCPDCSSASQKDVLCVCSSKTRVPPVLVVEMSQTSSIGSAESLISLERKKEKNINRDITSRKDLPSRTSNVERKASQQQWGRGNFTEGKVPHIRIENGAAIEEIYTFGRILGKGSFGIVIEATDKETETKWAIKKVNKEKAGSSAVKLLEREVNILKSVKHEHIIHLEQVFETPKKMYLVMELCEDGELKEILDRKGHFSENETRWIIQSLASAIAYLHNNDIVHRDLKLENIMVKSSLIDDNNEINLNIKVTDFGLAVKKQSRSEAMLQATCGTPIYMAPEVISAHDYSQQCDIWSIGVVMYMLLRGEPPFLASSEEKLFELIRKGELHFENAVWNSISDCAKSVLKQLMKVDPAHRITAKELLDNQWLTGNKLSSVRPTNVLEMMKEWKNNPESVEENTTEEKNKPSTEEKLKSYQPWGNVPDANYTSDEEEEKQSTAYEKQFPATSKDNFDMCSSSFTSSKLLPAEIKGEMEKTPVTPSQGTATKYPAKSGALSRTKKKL
Active calls of the source: *; · = no result given. No enrichment for hits (roughly 0.84% active in at least one column).

SMILES	Kir21 block	STK33 inh
COC(=O)c1ccc2c(=O)n(Cc3ccc(C(=O)NCCCN4CCOCC4)cc3)c(=S)[nH]c2c1	-0.22	0.6
COc1cc(C(=O)N/N=C/c2cn(Cc3cccc(F)c3)c3ccccc23)ccc1O	0.05	0.0
CC1=C(C(=O)OCc2ccccc2)C(c2ccc(C)o2)C2=C(CCCC2=O)N1 (stereo not drawn)	-0.2	-0.8
CCN1C(=O)[C@@H]2[C@@H](c3ccc(-c4cccc(Cl)c4)cc3)N3CCC[C@@]3(C(=O)OC)[C@@H]2C1=O	0	1.3
CC(=O)Nc1nnc(-c2ccco2)o1	0.51	·
COc1cccc(NC(=O)Cn2c(=O)n(-c3cc(OC)c(OC)c(OC)c3)c(=O)c3ccccc32)c1	0.49	1.2
CCN(CC)S(=O)(=O)c1ccc(NC(=O)C(OC)c2ccccc2)cc1 (stereo not drawn)	0.83	-2.3
Cc1nc([N+](=O)[O-])cn1CC(=O)NCCCO	1.3	-0.5
Oc1ccccc1-n1nc2ccc3nonc3c2n1	-1.4	0.1
Cc1ccc(-n2c(C)cn(C(=O)c3ccccc3)c2=S)cc1	-0.18	-1.2
COc1cccc(NC(=O)C(C)NS(=O)(=O)c2ccc(Br)cc2)c1 (stereo not drawn)	-2.8	-1.0
CC(=O)N1CCC[C@H]1C(=O)O	1.6	-0.8

SMILES	Kir21 block	STK33 inh
COc1ccc(S(=O)(=O)NCCCCCC(=O)NCCCN2CCOCC2)cc1	1.5	4.1
COc1ccc(-n2c(COc3cccc(C)c3)n[nH]c2=S)cc1	-0.59	-1.0
CCCCOC(=O)N1CCOCCOCCOCC1	-4.7*	-0.3
Nc1[nH]nc2c1NN(c1ccc(Cl)cc1Cl)N2	0.77	0.9
CCOC(=O)CCCn1ncn2c(cc3occc32)c1=O	-0.22	-1.3
CCC1(c2ccc(F)cc2)NC(=O)N(CC(=O)NC2CCCC(C)C2C)C1=O (stereo not drawn)	·	-0.7
Cc1c(Br)cccc1NC(=O)c1sccc1-n1cccc1	0.05	·
Cc1ccc(NC(=O)CC(C(=O)O)c2ccccc2)cc1 (stereo not drawn)	2.2	-2.0
CCOc1cc(C(=O)OC(C)C(=O)Nc2ccc(NC(C)=O)cc2)ccc1OCC(=O)N1CCCCC1 (stereo not drawn)	-0.86	-0.9
C/C(=N/OC(=O)c1c(-c2ccccc2Cl)noc1C)c1cnccn1	-0.85	-1.2
CCOc1ccc(-c2nc3scc(-c4cccs4)c3c(=O)[nH]2)cc1	-0.17	0.1
COC(=O)CN(c1cc(Cl)ccc1OC)S(=O)(=O)c1ccc(C)cc1	0.56	-1.1

Quoted at random: two records from the list.
SMILES	Kir21 block	STK33 inh
CCOC(=O)CCCn1ncn2c(cc3occc32)c1=O	-0.22	-1.3
COC(=O)CN(c1cc(Cl)ccc1OC)S(=O)(=O)c1ccc(C)cc1	0.56	-1.1

Carrying on.
SMILES	Kir21 block	STK33 inh
COc1cccc(OCCCOc2ccc([N+](=O)[O-])cc2Cl)c1	-1.1	0.3
CCOc1ccc(S(=O)(=O)n2cc(F)c(=O)[nH]c2=O)cc1[N+](=O)[O-]	1.1	-0.5
Cc1oc(/C=N/NC(=O)CN(c2ccccc2Br)S(C)(=O)=O)cc1Br	-0.72	0.7
Cc1ccc(-c2cccc(NC(=O)C3C4C=CC(C4)C3C(=O)O)c2)o1 (stereo not drawn)	-0.6	0.0
CCc1nnc(NS(=O)(=O)c2ccc(NC(=S)NC(=O)c3ccc(OC)c(OC)c3)cc2)s1	-0.47	-0.2
CCOC(=O)C(O)C1CCc2c([nH]c3ccc(C)cc23)C1=O (stereo not drawn)	-0.55	0.1
COc1ccc(O)c(C2=Nc3ccccc3N=C(c3ccccc3)C2)c1	0.31	-0.1
COc1ccc(CN2CCCC(N3CCc4ccccc4C3)C2)c(O)c1 (stereo not drawn)	-2.7	-0.6
COc1cc(CC(=O)NC2CCCc3ccccc32)cc(OC)c1OC (stereo not drawn)	0.17	-1.4
O=C(O)COc1ccccc1/C=N/NC(=O)CN1CCN(Cc2ccccc2Cl)CC1	-0.81	-0.7
CCC(C)NC(=O)c1ccccc1NC(=O)CN(c1ccc(OC)cc1)S(C)(=O)=O (stereo not drawn)	0.53	-0.9
CN(C)c1ccc(CNC(=O)CCS(=O)(=O)c2ccc3c(c2)n(C)c(=O)c(=O)n3C)cc1	-0.46	-1.0

SMILES	Kir21 block	STK33 inh
CC1(C)CC(CC(=O)O)CC(C)(C)N1	-0.73	1.0
COc1ccc(CCNC(=O)c2coc3ccccc3c2=O)cc1OC	-1.5	0.7
CC(C)CNC(=O)c1cnn2c(C(F)(F)F)cc(C(F)(F)F)nc12	-0.22	-0.6
CC(=O)c1c(C)[nH]c(C(=O)Nc2ccc(F)c(F)c2F)c1C	-1	-1.8
CCOC(=O)C1CCN(C(c2ccccn2)c2c(C)[nH]c3ccccc23)CC1 (stereo not drawn)	0.85	-1.0
COc1ccc(NS(=O)(=O)c2cc(NC(=O)Cc3cccs3)ccc2C)cc1	-0.2	-2.4
COc1ccc(-c2nc3ccccn3c2NCc2ccc3c(c2)OCO3)cc1	-1.9	1.1
S=C(NCCc1ccccc1)Nc1ccccc1Cl	-0.02	-0.2
CCOCCCN(C(=O)CCC(=O)Nc1cc(C)on1)C(C(=O)NC(C)(C)CC)c1cccc(OC)c1OC (stereo not drawn)	1.3	-1.5
Cc1noc(C)c1COC(=O)Cn1c(C)nc2ccccc21	0.88	-1.0
Cc1ccc(-c2nc3ccccc3o2)cc1NC(=O)c1ccc2c(c1)OCO2	-0.35	-1.6
CCc1ccc(CN(C)C(=O)C2CCC(=O)N(CCCN3CCCC3=O)C2)cc1 (stereo not drawn)	-0.04	-1.3

SMILES	Kir21 block	STK33 inh
Cc1c(NC(=O)/C(=C\c2ccccc2)NC(=O)c2ccccc2)c(=O)n(-c2ccccc2)n1C	1.4	0.6
CN(C)c1nc(N)nc(CSc2nnnn2-c2ccccc2)n1	-0.02	-2.2
O=C(NC(=S)NC1CCSC1=O)c1cccs1 (stereo not drawn)	-0.79	-1.4
O=C(COC(=O)C1CCN(S(=O)(=O)c2ccc3c(c2)OCCO3)CC1)Nc1ccccc1OC(F)F	0.9	0.4
Cc1ccc(-c2cc(C(F)(F)F)n3ncc(C(=O)N4CCN(C)CC4)c3n2)cc1	-1.8	-1.3
CN(C)c1ccc(/C=N/Nc2cc(N3CCOCC3)nc(N3CCOCC3)n2)cc1	0.47	0.7
CC(C)(C)N(NC(=O)Nc1ccccc1)C(=O)c1ccccc1Cl	-0.11	0.5
CCOC(=O)c1cc(C(=O)OCC)cc(-n2cc(O)c(C(=O)OCC)n2)c1	1.9	0.0
CCc1ccc(NCc2ccc(OC)c(Cn3ccnc3)c2)cc1	-1.1	-2.6
CC1=CC(C)(C)NC(=O)N1c1ccc(C)cc1	0.3	-0.8
N=c1sccn1CC(=O)Nc1ccc([N+](=O)[O-])cc1Cl	0.26	-0.4
COc1ccnc(Oc2ccc(F)cc2)c1C(=O)N/C=N/OCc1c(Cl)cccc1Cl	0.6	-1.7

SMILES	Kir21 block	STK33 inh
O=C(CSc1nnc(-c2c[nH]c3ccccc23)o1)c1ccccc1	-2.1	-2.0
CN(C)S(=O)(=O)Oc1ccccc1C(=O)Nc1ccc(F)cc1F	-0.07	-2.5
N#CCCN(Cc1ccncc1)C(=S)NC1CC2C=CC1C2 (stereo not drawn)	-0.73	0.7
COC(=O)NCC(c1cccnc1)N1CCN(c2ccccc2)CC1 (stereo not drawn)	1	-2.0
Cc1ccc(NC(=O)C2CCCN(c3cnccn3)C2)c(C)c1 (stereo not drawn)	1.2	0.2
CCOCCCNC(=S)NCCCNc1nc2cc3c(cc2cc1C#N)OCO3	-1.7	0.7
CCN(CC(=O)NCc1cccs1)S(=O)(=O)c1c(F)cccc1F	·	-1.5
CN1CCN(c2ccccc2NC(=O)Cn2ncc3c([nH]c4ccccc43)c2=O)CC1	0.26	-3.0
CCCC(=O)Nc1ccc(C(=O)n2nnc3ccccc32)cc1	-0.48	1.0
Cc1ccc(Cn2ccc(=O)c(OCc3ccccc3)c2C)cc1	-2.5	-0.7
Cc1ccc2nc(-c3ccccc3)cc(C(=O)N(C)CC(=O)Nc3ccccc3Br)c2c1	-0.31	0.2
CCOC(=O)N1CCN(c2nc(C(F)(F)F)nc3c(C)cc(C)cc23)CC1	-0.25	-0.7

SMILES	Kir21 block	STK33 inh
CCOC(=O)Nc1nnc(-c2ccc(OC)cc2)s1	0.84	-1.1
COc1ccc(OC)c(NC(=O)CSc2nc3n[nH]c(C)c3c(=N)n2-c2cccc(Cl)c2C)c1	0.08	1.0
COc1ccc(CN(C)C(=O)c2cc(S(=O)(=O)Nc3ccccc3F)ccc2C)c(OC)c1	0.21	8.0
COc1ccc(NC(=O)Nc2cccc3c2O[C@H](CN(C)C(=O)Nc2ccccc2)[C@@H](C)CN([C@H](C)CO)C3=O)cc1	·	-0.3
CCC(C)NC(=O)/C(=C/c1ccco1)c1ccccc1 (stereo not drawn)	-0.04	3.8
COc1ccc(CNC(=O)CNC(=O)[C@@H]2Cc3ccccc3CN2)cc1	-1.9	-0.2
CCOC(=O)C1C2C=CC(CC2)N1c1ccccc1 (stereo not drawn)	-1.9	-0.3
CC(NC(=S)NCCc1ccccc1)C(c1cccs1)N1CCN(Cc2ccccc2)CC1 (stereo not drawn)	-0.21	-2.1
CCC(C)N(C(=O)COc1ccccc1C#N)C1CCS(=O)(=O)C1 (stereo not drawn)	-1.4	1.0
COc1cccc(NC(=S)/C(=C(\[O-])c2ccc([N+](=O)[O-])cc2)[n+]2ccccc2)c1	0.07	-0.6
O=C(Cc1ccc(S(=O)(=O)N2CCOCC2)s1)N1CCN(S(=O)(=O)c2ccc(Cl)cc2)CC1	·	1.4
CCn1c(CNC(=O)c2ccccc2F)nnc1SCC(=O)NC1CCCCC1C (stereo not drawn)	2	2.1

SMILES	Kir21 block	STK33 inh
CCCC(=O)Nc1ccc(-c2nc3ncccc3o2)cc1	0.08	0.3
C/C(N)=C(/C#N)C(=O)COC(=O)c1ccncc1	-0.41	-2.2
N#Cc1cccc(NC(=O)Cn2cnc(S(=O)(=O)N3CCCC3)c2)c1	0.61	3.9
CS(=O)(=O)Nc1ccc(C2=NN(S(C)(=O)=O)C(c3cccs3)C2)cc1 (stereo not drawn)	0	-0.8
Cc1cc(=O)oc2c(C)c(OCC(=O)c3ccccc3)ccc12	0.72	0.9
O=C(c1ccc(Cl)cc1)C(CN1CCCC1)c1ccccc1 (stereo not drawn)	-0.1	-1.7
COc1cccc(NC(=O)CN2CCN(c3ccc(F)cc3)CC2)c1	0.93	-1.4
CCn1c(-c2c(Cl)c(C)nn2C)n[nH]c1=S	-0.66	-1.8
Cc1ccc(NC(=O)CN(Cc2ccco2)Cc2ccccc2O)cc1C	-1.2	0.9
Cc1c(N(C(=O)c2cc(=O)[nH]c3ccccc23)C(C)C)c(=O)n(-c2ccccc2)n1C	-0.8	-0.9
CCCC(c1nnnn1CCOC)N1CCN(c2nc3ccccc3s2)CC1 (stereo not drawn)	-1.1	-0.3
COCCn1nnnc1C(c1cccc(OC)c1OC)N1CCN(C(=O)c2ccco2)CC1 (stereo not drawn)	1.5	-0.8

3 entries from above, ordered by count of non-hydrogen atoms, high to low:
SMILES	Kir21 block	STK33 inh
N#Cc1cccc(NC(=O)Cn2cnc(S(=O)(=O)N3CCCC3)c2)c1	0.61	3.9
C/C(N)=C(/C#N)C(=O)COC(=O)c1ccncc1	-0.41	-2.2
CCn1c(-c2c(Cl)c(C)nn2C)n[nH]c1=S	-0.66	-1.8

Additional entries
SMILES	Kir21 block	STK33 inh
CCN1C(=O)CC(n2c(C)nc3ccccc32)C1=O (stereo not drawn)	-1.1	1.1
CCCN(CC(=O)Nc1ccccc1OC)C(=O)C1=COCCO1	·	-1.0
CC(C)(C)OC(=O)C[C@H]1C/C=C\C[C@@H](CC(=O)NCCO)C(=O)N2CCC[C@H]2COC1=O	·	-1.1
CC(C)C[C@H]1CN=C(Nc2ccccc2)N1CCc1cccc(F)c1	·	-1.5
COc1ccc(NC(=O)C2CCCN2c2ccc(OC)c(OC)c2)cc1OC (stereo not drawn)	0.04	-1.7
O=C(NCN1C(=O)C2C3C=CC(C3)C2C1=O)OC1CCCCC1 (stereo not drawn)	0.83	-1.1
CCOc1ccc(-n2c(O)c(/C=N/Nc3nnc(C)c(=O)[nH]3)c3ccccc3c2=O)cc1	-0.95	10
Cc1ccc(S(=O)(=O)N(CC(=O)N=Nc2c(O)[nH]c3ccccc23)c2cccc(C)c2)cc1	0.63	0.5
COc1ccccc1CNC(=O)CNC(=O)Cn1cnc2ccccc2c1=O	-1.4	-0.6
OC(C#CCN1CCCCC1)c1ccccc1 (stereo not drawn)	-2.1	0.3
Cn1nnnc1SCC(=O)c1ccco1	-1.8	-0.2
CCOc1cc(C(=O)Nc2ccccc2N2CCN(S(C)(=O)=O)CC2)cc(OCC)c1OCC	0.67	-0.1
COc1cccc(/C=C2\SC(=S)N(CCC(=O)NC3C=CS(=O)(=O)C3)C2=O)c1 (stereo not drawn)	0.13	-1.9

As entered above:
Reading for CC(C)(C)OC(=O)C[C@H]1C/C=C\C[C@@H](CC(=O)NCCO)C(=O)N2CCC[C@H]2COC1=O under STK33 inh: -1.1
Reading for COc1ccc(NC(=O)C2CCCN2c2ccc(OC)c(OC)c2)cc1OC (stereo not drawn) under Kir21 block: 0.04
Reading for COc1cccc(/C=C2\SC(=S)N(CCC(=O)NC3C=CS(=O)(=O)C3)C2=O)c1 (stereo not drawn) under STK33 inh: -1.9
Reading for Cc1ccc(S(=O)(=O)N(CC(=O)N=Nc2c(O)[nH]c3ccccc23)c2cccc(C)c2)cc1 under Kir21 block: 0.63
Reading for OC(C#CCN1CCCCC1)c1ccccc1 (stereo not drawn) under STK33 inh: 0.3

Screening results: PubChem BioAssay, several laboratories
